Source: PubChem (several laboratories)
C-LANA FP – inhibitors of KSHV LANA C-terminal domain DNA binding | MBP-C-LANA/FAM-LBS DNA binding, fluorescence polarization | inhibition, % at 9 µM | actives 0.078% (n = 340,000) | AID 504423;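 active = highest replicate inhibition at or above 60% at 9 µM, even if other replicates fall short; inactive = all replicates below 60% inhibition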;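 note: 0% = neutral control wells and 100% = 4 µM acridine orange control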
cardiac RTF act – cardiac RTF calcium sensitization. IANBD-labeled TnC RTF fluorescence at EC20 calcium; 0% EC20 calcium, 100% full calcium. actives 0.24% (n = 340,000). activation, % at 7.2 µM. AID 493008;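 active = activation above the mean over all tested compounds plus 3 SD, cut at about 30% in these data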;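 note: rise in fluorescence read as greater calcium sensitivity of cardiac thin filaments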
Wnt act – activates Wnt/beta-catenin signaling in a reporter cell assay; actives 1.2% (n = 300,000); activation, % at 9.35 µM; AID 743398; activator, plate reader; in the data active = activation above about 30%, passing the limit was not always enough;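 note: 0% = neutral control wells and 100% = positive control wells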
OPRM1-OPRD1 inv – mu-delta opioid heterodimer inverse agonism; cell-based MOR-DOR heterodimer luminescence; inhibition, % at 9.3 µM; actives 0.21% (n = 340,000); in the data active = inhibition above about 22%, passing the limit was not always enough;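 note: 0% = cells with DMSO and 100% = wells without cells with DMSO; values of inactives mirror those of a sister screen read the other way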
DSG3 Ab inh – blocks pemphigus antibody binding to human desmoglein-3; P32926; DSG3-coupled beads, scFv-anti-DSG3-GFP binding, flow cytometry; stronger effect = lower value; binding (percent of control), % at 10 µM; actives 0.48% (n = 310,000); AID 588358;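 active = binding more than 3 SD below its plate's average and above zero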;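 note: hits lower antibody fragment binding to DSG3; some compounds called inactive have numbers as strong as hits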
Target sequence (P32926 whole entry, looked up, the tested form may be a part): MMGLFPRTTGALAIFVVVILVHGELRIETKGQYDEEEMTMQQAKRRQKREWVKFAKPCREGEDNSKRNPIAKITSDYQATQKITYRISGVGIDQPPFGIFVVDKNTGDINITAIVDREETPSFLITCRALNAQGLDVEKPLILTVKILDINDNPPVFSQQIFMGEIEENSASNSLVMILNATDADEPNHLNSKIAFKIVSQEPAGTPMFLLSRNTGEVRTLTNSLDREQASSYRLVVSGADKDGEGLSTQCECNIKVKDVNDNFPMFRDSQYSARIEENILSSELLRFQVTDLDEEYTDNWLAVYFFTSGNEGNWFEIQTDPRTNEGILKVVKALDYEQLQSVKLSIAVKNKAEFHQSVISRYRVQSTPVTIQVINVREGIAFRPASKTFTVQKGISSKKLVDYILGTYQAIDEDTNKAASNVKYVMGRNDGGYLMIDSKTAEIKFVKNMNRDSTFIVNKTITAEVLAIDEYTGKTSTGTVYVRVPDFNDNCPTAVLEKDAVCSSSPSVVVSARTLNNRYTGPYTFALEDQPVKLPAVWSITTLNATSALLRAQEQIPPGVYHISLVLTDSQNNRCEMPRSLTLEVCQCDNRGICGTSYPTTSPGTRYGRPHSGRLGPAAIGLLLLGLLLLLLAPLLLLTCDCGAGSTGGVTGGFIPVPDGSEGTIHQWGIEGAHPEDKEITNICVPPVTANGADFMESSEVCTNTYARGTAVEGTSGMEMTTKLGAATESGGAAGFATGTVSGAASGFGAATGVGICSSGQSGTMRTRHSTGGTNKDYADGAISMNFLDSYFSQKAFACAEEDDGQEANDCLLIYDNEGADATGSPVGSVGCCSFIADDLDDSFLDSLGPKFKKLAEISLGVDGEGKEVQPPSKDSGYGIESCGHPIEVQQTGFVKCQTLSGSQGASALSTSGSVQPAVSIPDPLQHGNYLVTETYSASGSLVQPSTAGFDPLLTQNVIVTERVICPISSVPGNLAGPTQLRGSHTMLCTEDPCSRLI
OPRM1-OPRD1 ag – OPRM1-OPRD1 heterodimerization agonism; activation, % at 9.3 µM; AID 504326; cells, luminescence; P35372+P41143; actives 0.3% (n = 340,000); in the data active = activation above about 18%;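 note: 0% = vehicle-treated cells and 100% = reference agonist; values of inactives mirror those of a sister screen read the other way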
RTF Ca sens inh – cardiac RTF calcium desensitization. actives 0.12% (n = 340,000). inhibition, % at 7.15 µM. AID 493244. IANBD-labeled cardiac RTF, Ca2+ fluorescence;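 active = inhibition above the mean inhibition of all tested compounds plus 3 SD, cut at about 17% in these data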;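 note: assay run at fixed EC70 calcium of 1.6 mM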
Keap1 Nrf2 FP – disrupts human Keap1 binding to Nrf2 peptide; Keap1 Kelch-Nrf2 peptide fluorescence polarization, 1536-well; inhibition, % at 9.4 µM; actives 0.15% (n = 340,000); AID 504523; in the data active = inhibition above about 12%;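 note: human Keap1 Kelch domain with fluorescein labeled Nrf2 9mer peptide probe; 0% = neutral control wells and 100% = peptide positive control; higher means more block of Keap1 binding to Nrf2 peptide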
V-ATPase pHluor – alters yeast V-ATPase proton transport; S. cerevisiae, pHLuorin cytosolic pH fluorescence; response, % at 10 µM; actives 0.37% (n = 350,000); in the data active = response mostly above about 7.3%, no sharp cut-off; inactive = mostly below about 5.4%; note: actives read high; inactives centre near 0; some compounds called inactive have numbers as strong as hits; reference of the scale not given here
Arrestin-AP2 inh – human beta-arrestin and AP2 interaction inhibition | FITC-arrestin peptide / GST-AP2 beads, flow cytometry; AP2 beta2 appendage carries R879A mutation | inhibition, % at 10 µM | actives 0.31% (n = 340,000);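 active = inhibition above a set limit, near 3 SD of compounds lacking own fluorescence, cut at about 54% in these data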;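 note: plate controls were DMSO wells for no effect and 5 µM unlabelled arrestin peptide for full effect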
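System: GST-tagged AP2 beta2-adaptin appendage (R879A) on 4 µm glutathione beads / Reagent: FITC-arrestin peptide, 50 nM / Detection: HyperCyt-sampled flow cytometry, FL1 channel, ex 488/em 535 nm / Timing: 12 min plus 1 h, RT / Buffer or medium: PBS plus Tween 20 (0.05%) and BSA (0.1%)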
* hit, by the source's call; x = not tested or not shown.

SMILES	C-LANA FP	cardiac RTF act	Wnt act	OPRM1-OPRD1 inv	DSG3 Ab inh	OPRM1-OPRD1 ag	RTF Ca sens inh	Keap1 Nrf2 FP	V-ATPase pHluor	Arrestin-AP2 inh
S=C(NCc1cccnc1)Nc1cccc(Cl)c1	1.1	-1	x	8	105	-1.5	-7	-2	-1	3
Cc1ccc(C(C)C)c(OCCCN(C)Cc2ccccc2)c1	1.5	5	x	-56	105	9.8	-6	-3	0	27
CCN(CC)S(=O)(=O)c1ccc(NC(=O)CN(c2ccc(OC)cc2OC)S(C)(=O)=O)cc1	-1.5	0	9	-3	96	0.5	-1	-5	-1	-1
Cc1cccc(N(C)C(=O)CN2C(=O)COc3ccc(S(=O)(=O)N4CCCCCC4)cc32)c1	-1.4	-3	-1	12	100	-2.5	-13	-1	-4	-31
COc1ccccc1N1C(=O)CC(c2ccccc2)CC1=O	-0.2	0	25	11	99	-1.9	-8	-2	6	-1
COc1ccccc1N(C)S(=O)(=O)c1ccc(Cl)c(C(=O)NCCCN2CCOCC2)c1	-1.9	5	1	6	x	-1.1	-3	-5	2	7
O=C(O)/C=C/c1ccc(S(=O)(=O)Nc2ccc(OCc3ccccc3)cc2)cc1	0.8	-7	-2	15	94	-2.8	6	2	3	-3
CCCCNC(=O)NNc1nc(Cl)cc(C)c1C#N	0.2	3	-3	10	98	-2.0	-9	1	0	-7
CCCC(=O)Nc1cc(C)c2c(=O)oc3ccccc3c2n1	-2.6	0	-2	-5	94	1.0	2	-8	1	-5
CS(=O)(=O)N1CCN(C(=O)c2ccc3c(c2)OCCO3)CC1	0.1	-4	0	18	99	-3.7	3	2	0	-5
COc1cc(OC)cc(C(=O)NCc2cc(C)nc3ccccc23)c1	-1.0	-3	-5	13	97	-1.8	1	-4	1	-3
Cc1ccccc1NC(=O)COC(=O)c1ccc2nc(C)c(C)nc2c1	-1.6	0	-1	8	102	-2.2	-5	-2	-2	20
CC(Sc1n[nH]c(=O)n1Cc1ccccc1)C(=O)NC1CCCCC1C (centres undefined)	-2.5	-2	-2	11	100	-2.0	-5	0	2	1
CCN(CC)S(=O)(=O)c1cccc(NN=c2c(=O)c3ccccc3c2=O)c1	-0.5	-1	-5	12	97	-2.3	-13	-9	-1	-4
CC(C)Oc1ccc(NC(=O)C2CCCNC2=O)cc1 (centres undefined)	1.3	4	x	-1	104	0.2	1	-3	-2	10

Complete entries, quoted from the list. Values in the order: C-LANA FP | cardiac RTF act | Wnt act | OPRM1-OPRD1 inv | DSG3 Ab inh | OPRM1-OPRD1 ag | RTF Ca sens inh | Keap1 Nrf2 FP | V-ATPase pHluor | Arrestin-AP2 inh
`CCCC(=O)Nc1cc(C)c2c(=O)oc3ccccc3c2n1` reads -2.6 | 0 | -2 | -5 | 94 | 1.0 | 2 | -8 | 1 | -5
`Cc1cccc(N(C)C(=O)CN2C(=O)COc3ccc(S(=O)(=O)N4CCCCCC4)cc32)c1` reads -1.4 | -3 | -1 | 12 | 100 | -2.5 | -13 | -1 | -4 | -31
`COc1ccccc1N1C(=O)CC(c2ccccc2)CC1=O` reads -0.2 | 0 | 25 | 11 | 99 | -1.9 | -8 | -2 | 6 | -1

Returning to the listing with the 2 entries that preceded the break.
SMILES	C-LANA FP	cardiac RTF act	Wnt act	OPRM1-OPRD1 inv	DSG3 Ab inh	OPRM1-OPRD1 ag	RTF Ca sens inh	Keap1 Nrf2 FP	V-ATPase pHluor	Arrestin-AP2 inh
CCN(CC)S(=O)(=O)c1cccc(NN=c2c(=O)c3ccccc3c2=O)c1	-0.5	-1	-5	12	97	-2.3	-13	-9	-1	-4
CC(C)Oc1ccc(NC(=O)C2CCCNC2=O)cc1 (centres undefined)	1.3	4	x	-1	104	0.2	1	-3	-2	10
Cc1ccc(S(=O)(=O)NCC(C)NS(C)(=O)=O)cc1 (centres undefined)	0.8	-3	x	8	101	-1.5	-9	-2	3	-1
CCOc1ccccc1NC(=O)n1ncc2c(C)cccc21	-0.2	2	3	8	98	-1.7	5	-3	2	-3
CCc1ccccc1OCC(=O)N1CCN(c2ncccn2)CC1	-1.0	1	1	7	97	-1.4	-3	3	3	37
O=C(NC12CC3CC(CC(C3)C1)C2)c1ccc(-c2ccccc2Cl)o1	-3.4	8	4	-21	x	3.6	2	1	-5	24
C[C@H](NC(=O)[C@@H]1CSC2c3ccccc3C(=O)N21)C(=O)NCc1c(F)cccc1Cl (some centres undefined)	1.8	4	0	10	96	-2.0	-3	-6	2	3
C=CCNC(=S)N1CCN(CCNC2=CC(=O)CC(C)(C)C2)CC1	3.8	0	2	6	x	-1.2	-6	-1	4	7
CCOc1ccc(Nc2nc(N)nc(CCl)n2)cc1	-2.1	-4	27	-343	108	68*	0	-1	1	18
CC1CC(C)(C)NC(=S)N1CCCC(=O)N1CCN(c2ccccc2F)CC1 (centres undefined)	-2.3	-6	-7	8	84	-1.6	-5	0	-6	2
CC(OC(=O)Cn1[nH]c(=O)c2ccccc2c1=O)C(=O)NC1(C#N)CCCCC1 (centres undefined)	-0.7	3	-3	11	108	-1.6	-21	-3	1	-16
COc1ccc(CC(CN)c2ccccc2)cc1 (centres undefined)	0.7	-5	4	10	120	-2.0	0	-2	1	3
CCCCP(=O)(c1ccccn1)c1ccccn1	-1.4	10	x	-17	99	3.2	-8	-1	-8	-1
O=C1CCCN1C(=O)CSc1nnnn1-c1ccccc1	-2.6	0	3	12	101	-2.2	-3	1	7	0
CC(=O)NCC(=O)OCC(=O)Nc1nc(-c2ccccc2)cs1	-1.6	-1	0	16	100	-3.4	1	-2	-2	25
C#CCOCCOCCOCCNc1nc(N2CCN(C(=O)CCCCCCCCCCNC(=O)[C@H](CCCCN)n3cc(CCCC(=O)O)nn3)CC2)nc(N2CCN(C(=O)CCCCCCCCCCNC(=O)[C@H](CCCCN)n3cc(CCCC(=O)O)nn3)CC2)n1	-1.1	-2	x	18	98	-3.1	-4	-5	-2	21
N/C(=N\OC(=O)Cc1cccs1)c1cccc([N+](=O)[O-])c1	-0.9	3	5	-14	93	2.3	-3	-2	0	-9
COc1cc(C2=NC(CO)(CO)CO2)cc(OC)c1OC	-0.3	-3	1	0	104	0.1	-3	-4	6	5
Cc1nn(Cc2ccc(F)cc2)c(C)c1NC(=O)c1cc(-c2ccco2)on1	-1.7	4	-3	9	97	-1.6	0	1	2	28
O=C(Cn1c(C(F)(F)F)nc2ccccc21)c1ccc(Br)cc1	0.6	6	x	-3	98	0.4	1	-4	-4	4
Cn1c(SCC(=O)NCCc2ccc(S(N)(=O)=O)cc2)nc2ccccc2c1=O	0.4	-6	0	14	x	-3.1	-2	-2	-1	3
CCn1c(CSCc2c(Cl)cccc2Cl)n[nH]c1=S	-1.1	-1	-1	8	104	-1.5	-8	2	-1	-2
O=C1CC(N2C(=O)/C(=C/C=C/c3ccccc3)SC2=S)C(=O)N1c1ccccc1 (centres undefined)	-0.3	9	-1	-5	92	0.8	1	-3	-2	19
O=C1C2CC=CCC2C(=O)N1c1ccc(N2CCN(c3ccccn3)CC2)c([N+](=O)[O-])c1 (centres undefined)	-1.2	-3	-3	19	96	-3.5	-7	-2	1	5
Cc1cc(NC(=O)COC(=O)c2ccccc2O)no1	2.5	-3	1	10	90	-2.3	-7	3	2	12
CCc1c(O)nc(SCC(=O)N2CCc3cc(OC)c(OC)cc3[C@@H]2C)[nH]c1=O	2.3	-4	1	16	x	-3.1	-3	-2	1	1
CCOC(=O)c1c(C)[nH]c(C(=O)COC(=O)CSCC(=O)N(CC)CC)c1C	-0.3	-1	-5	10	114	-1.7	6	-7	1	0
CCCn1c2ccccc2c2nnc(SCC(=O)Nc3nnc(CC(=O)OCC)s3)nc21	1.7	1	x	9	65	-1.6	-3	0	3	5
O=C(CSc1ccc2nnc(CCNC(=O)c3ccccc3)n2n1)NCc1ccco1	0.5	-3	2	12	109	-3.5	-2	-7	2	-10
CN(C)S(=O)(=O)c1ccc(C(=O)OCC(=O)Nc2ccc3c(c2)OCO3)cc1	1.3	-1	-2	2	98	-0.4	1	2	-4	1
Cc1nc(NCCN2CCOCC2)c2oc3ccccc3c2n1	0.5	6	0	0	102	0.0	-11	-3	4	55*
O=C(O)CSc1nc2c(c(=O)[nH]1)CCCC2	-0.5	6	x	18	100	-3.4	2	-7	-2	-10
COc1cc(Br)cc(CN2CCN(c3ncccn3)CC2)c1O	1.8	5	0	4	95	-0.8	-5	1	4	-15
CCOc1nc(NCCN2CCOCC2)nc(Nc2ccc([N+](=O)[O-])cc2)n1	-0.3	2	-7	-3	96	0.5	-9	4	-2	41
CCNC(=O)C12CCC(C)(C(=O)O1)C2(C)C (centres undefined)	-0.2	11	-2	5	123	-1.1	-4	-5	-1	-8
CCN(CC)S(=O)(=O)c1cccc(NC(=O)COc2ccc(F)cc2Br)c1	0.1	1	-1	-7	x	1.6	10	-1	3	-9
C=Cn1cc[n+](CC(=O)c2ccc(C)cc2)c1	-3.0	7	-1	-3	104	0.6	-6	-5	-2	15
CC(C)(CNC(=O)COc1ccccc1Cc1ccccc1)N1CCOCC1	0.1	1	-1	-2	94	0.4	5	-2	-3	7
CCN(CC)Cc1cc(C(C)=O)ccc1OCC(C)C	-0.7	-2	-3	11	100	-2.0	-8	-3	-1	21
Cn1c(=O)oc2cc(S(=O)(=O)Nc3ccc(Cl)cc3)ccc21	0.5	7	-1	18	115	-3.5	0	-8	4	-1
Cn1c(SCc2ccc(C(C)(C)C)cc2)nnc1C1COc2ccccc2O1 (centres undefined)	x	x	-1	x	109	x	x	x	1	6
COc1ccc(CNC(=O)c2cccc(C)c2[N+](=O)[O-])cc1	-0.3	7	-2	-3	x	0.6	-2	-2	1	8
CCN(c1ccccc1)S(=O)(=O)c1nnc(NC(=O)C(C)(C)C)s1	-0.3	-3	1	8	112	-1.7	-3	-4	2	5
COc1ccc(NC2CCCN(C(=O)c3cccc(N4CCNC4=O)c3)C2)cc1 (centres undefined)	0.2	-5	-1	11	93	-2.2	-16	-3	0	-6
COc1ccc(N(CCC#N)C(=O)/C(C#N)=C/c2cccs2)cc1	0.6	2	-1	3	100	-0.6	-4	-5	1	0
COCCn1c(=N)c(C(=O)NCCc2ccccc2)cc2c(=O)n3cccc(C)c3nc21	-0.6	5	x	10	107	-1.7	-2	-2	-1	-12
CCOC(=O)c1sc(C)c2c(=O)n(Cc3ccc(Cl)cc3)c(C)nc12	-3.8	-1	x	-22	107	4.2	1	-10	3	1
CCCCCn1c(CCNC(=O)c2cccs2)nc2ccccc21	0.7	-1	1	14	82	-2.5	2	1	3	4
COc1ccc2c(c1OC)C(=O)OC2Nc1ncccc1C (centres undefined)	-0.9	3	x	12	107	-2.1	-3	3	-3	0
CC(=O)Nc1ccc(NC(=O)CSc2ccccn2)cc1	-2.1	8	x	5	109	-0.9	0	1	-6	6
CCC(=O)NC(Cc1ccccc1)c1ccc2c(c1)OCCCO2 (centres undefined)	-0.4	6	0	6	102	-1.1	6	1	-2	-5
COc1cc(/C=N/NC(=O)COc2cc(C)cc(C)c2)ccc1OS(=O)(=O)c1ccc(C)cc1	1.6	-7	-3	-18	102	3.3	11	2	0	-7
CC(C)(C)S(=O)(=O)N1C[C@H]2CC/C=C\C/C(c3ccccc3)=C\2[C@@H]1CCO	-0.7	1	-2	0	93	0.1	-2	-2	-1	8
